GSIS activator – primary screen for activators of insulin secretion dependent on glucose, INS-1E cells, GLuc reporter luminescence; INS-1E GLuc reporter insulin secretion, 2-3 h; activation, % at 16.6 µM; hit rate 0.61% among 370,000;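 active = lowest replicate activation of at least 40%, so every replicate reaches that level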;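 also: 0% = median of neutral control wells and 100% = median of IBMX positive control wells; some compounds called inactive have numbers as strong as hits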
ERp5 inh – blocks human ERp5 reductase activity on insulin. Q15084. ERp5 insulin aggregation, absorbance 650 nm, 90 min. inhibition, % at 9.99 µM. hit rate 0.05% among 350,000;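 active = mean replicate inhibition above about 25%, with every replicate also reaching it, limit read from the data, passing the limit was not always enough; inconclusive = only one of those two criteria met; inactive = neither criterion met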
Target sequence (Q15084 whole entry, looked up): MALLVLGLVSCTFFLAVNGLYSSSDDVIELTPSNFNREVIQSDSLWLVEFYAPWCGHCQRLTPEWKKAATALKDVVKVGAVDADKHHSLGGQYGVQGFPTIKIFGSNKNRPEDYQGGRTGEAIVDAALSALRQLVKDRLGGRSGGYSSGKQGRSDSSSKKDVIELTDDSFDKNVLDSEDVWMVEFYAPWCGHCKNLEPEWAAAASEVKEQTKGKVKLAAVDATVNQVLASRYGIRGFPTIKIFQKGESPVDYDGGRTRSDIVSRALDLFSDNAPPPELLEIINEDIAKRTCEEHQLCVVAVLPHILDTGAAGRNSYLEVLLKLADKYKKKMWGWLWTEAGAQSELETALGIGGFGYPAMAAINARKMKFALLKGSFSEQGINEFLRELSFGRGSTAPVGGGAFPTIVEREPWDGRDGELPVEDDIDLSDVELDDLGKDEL
DENV2 CPE – protects cells from dengue virus 2 cytopathic effect; CPE inhibition, % at 9.99 µM; DENV2-infected cells, cytopathic effect rescue, plate reader; hit rate 1.7% among 350,000; in the data active = CPE inhibition above about 20%, passing the limit was not always enough; inconclusive = no clear call, values can overlap the other calls; tested in BHK-21 cells;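 also: 0% = median of neutral control wells and 100% = median of positive control wells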
PAX8 inh HTS – lowers PAX8-driven luciferase in RMG-I cells; RMG-I TPO-luciferase reporter, SteadyGlo, 24 h; inhibition, % at 12.6 µM; hit rate 1.2% among 360,000;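 active = mean replicate inhibition at least 60% with every replicate also reaching 60%; inconclusive = only one of the two criteria is met; inactive = mean below 60% and not all replicates reaching 60%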;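 also: luciferase light reporting Pax8 driven TPO promoter activity; plate controls were median of neutral control wells for no effect and mitoxantrone controls for full effect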
ARNT-TACC3 inh – disrupts binding between human ARNT and TACC3. Q9Y6A5. AlphaScreen His-ARNT PAS-B/GST-TACC3 binding, luminescence; TACC3 fragment carries E629A point mutation. inhibition, % at 9.99 µM. hit rate 0.66% among 390,000. AID 623870;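 active = mean inhibition of replicates at least 50% and at least half of replicates each reaching 50%; inconclusive = half or more replicates reach 50% but mean below 50%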;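 also: 0% = complete ARNT plus TACC3 wells and 100% = ARNT alone without TACC3; many hits fall short of the cut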
CFTR F508del cor – correctors of CFTR F508del function in bronchial epithelial cells; hit rate 0.36% among 350,000; activity (quench increase), % at 7.58 µM; AID 720511; CFBE cells, YFP halide quenching; stimulated with forskolin plus potentiator P3; % fluorescence drop versus neutral controls;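 active = mean added fluorescence quench of at least 8% versus neutral control, with both replicates also reaching 8%; inconclusive = only one of the mean or replicate conditions met; inactive = mean below 8% and not both replicates reaching 8%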;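 also: cells transiently co-express mutant CFTR-F508del with the halide-sensitive YFP; corrector assay measuring rescue of mutant channel to the surface after 24 h compound exposure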
EWS-Fli inh – blocks EWS/Fli oncoprotein-driven transcription; A673 NR0B1-luciferase reporter, viability-normalised; inhibition, % at 12.6 µM; hit rate 0.67% among 350,000; AID 651661;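 active = mean inhibition of at least 50% after viability correction, with every replicate also passing that limit; inconclusive = mean reaches 50% but only one of two replicates passes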;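 also: firefly luciferase signal divided by Alamar Blue viability fluorescence both relative to DMSO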
Xi reactivation – X-chromosome reactivation activator; XiGFP mouse fibroblasts, % GFP-positive cells imaging, 3 d; cells co-treated with 5-aza-dC sensitizer; scaled so ellipticine positive control = 100%; activation, % at 7.58 µM; hit rate 0.055% among 360,000; AID 743238;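 active = mean normalized replicate activation at least 10% and every replicate at or above 10%; inconclusive = only one of the two criteria met; inactive = mean below 10% and not all replicates reach 10%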;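 also: 0% = median of on-plate neutral control wells and 100% = ellipticine 6 µM median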
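Schedule: 3 d treatment, 15 min room-temperature fixation; system: 68-5-11 XiGFP fibroblast line; buffer or medium: DMEM plus 5-aza-dC sensitizer; control set: ellipticine 6 µM positive control; compound: one concentration, pinned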
* marks the source's active call; other numbers are inactive results; ? = inconclusive; . = no result given.

Results follow in this order: GSIS activator, ERp5 inh, DENV2 CPE, PAX8 inh HTS, ARNT-TACC3 inh, CFTR F508del cor, EWS-Fli inh, Xi reactivation
O=S(=O)(Cc1ccccc1Cl)N1CCCC1
  18, -1, 1, -11, ., -1.3, -10, 0.0
CCCCCN=CC1=C(O)CC(c2ccccc2)CC1=O (stereo not drawn)
  2, -6, -2, -13, -12, 0.2, 7, 0.0
C[C@@H]1CN([C@H](C)CO)C(=O)Cc2cc(NC(=O)Nc3ccc(C(F)(F)F)cc3)ccc2O[C@@H]1CN(C)C(=O)Nc1ccc(C(F)(F)F)cc1
  -7, 2, -10, -1, -8, -1.6, -5, 0.1
O=C(c1ccc(S(=O)(=O)N2CCCCCC2)cc1)N1CCCC(C(F)(F)F)C1 (stereo not drawn)
  -23, 2, -5, 5, 4, -0.2, 6, 0.0
CCOc1ccc(C2/C(=C(\O)c3c(C)[nH]c(C(=O)OC)c3C)C(=O)C(=O)N2CCN(C)C)cc1 (stereo not drawn)
  ., 1, -3, ., 6, 0.6, 6, .
CCc1ccc2nc(N(CCCN(C)C)C(=O)c3ccc(S(=O)(=O)N4CCc5ccccc5C4)cc3)sc2c1
  -38, 0, 0, 11, -4, -4.4, ., 0.0
C[C@H]1CN([C@@H](C)CO)C(=O)CCCn2cc(nn2)CO[C@H]1CN(C)C(=O)c1ccc2ccn(C)c2c1
  -3, ., ., 7, ., 1.2, -4, 0.0
CCc1cccc(CC)c1NC(=S)NC(C)c1ccccc1 (stereo not drawn)
  -8, -6, -2, -5, 2, 1.4, 5, 0.0
O=C(Nc1ccc2[nH]ncc2c1)c1ccccc1
  14, 1, -2, -117, -4, 1.7, -34, 0.3
COC(=O)[C@]1(Cc2ccccc2)N[C@H](CN(C)S(=O)(=O)c2ccc(OC)cc2)[C@@H]2C(=O)N(C)C(=O)[C@@H]21
  7, -1, 6, -14, -3, 1.5, -5, 0.2
COc1ccc(NC(=O)c2cc(-c3ccccc3O)n[nH]2)cc1Cl
  1, 3, 2, 4, -6, 2.0, 22, 0.2
CC(C)NC(=O)C1C(c2ccccc2)=Nc2ccccc2N1C(=O)c1ccc(C(F)(F)F)cc1 (stereo not drawn)
  -22, 2, -3, -2, ., -2.5, -3, 0.2
COc1ccc(S(=O)(=O)N(C)C[C@@H]2Oc3ccc(NS(=O)(=O)c4cccs4)cc3CC(=O)N([C@@H](C)CO)C[C@@H]2C)cc1
  -4, -2, 2, ., -9, -1.3, -9, -0.1
CC(C(=O)Nc1ccc2c(c1)OCCO2)n1nnc(-c2ccccc2)n1 (stereo not drawn)
  8, -9, -1, -3, ., -1.1, -6, 0.0
Cc1ccccc1-c1cnc2c(c1)C(=O)N([C@H](C)CO)C[C@@H](C)[C@H](CN(C)Cc1cncnc1)O2
  22, ., ., -12, ., -1.5, -5, -1.2
O=C(C[n+]1cn(C(F)F)c2ccccc21)c1ccc(OC(F)F)cc1
  -5, 0, 0, -156, -4, -0.2, -40, 0.0
O=C(N[C@@H]1CC[C@@H](CCn2cc(C3(O)CCCC3)nn2)O[C@@H]1CO)C1CC1
  11, -12, -2, 5, -8, 0.0, -1, -0.5
COc1cccc(C(=O)N2CCC[C@H]2C(=O)N2CCC[C@H]2C(=O)NCc2ccncc2)c1
  5, -9, -8, -4, ., -1.9, -3, 0.0
CC(=O)Nc1ccc(S(=O)(=O)NC2CC3CCC2C3)cc1 (stereo not drawn)
  -10, 1, 1, 23, 2, -1.4, 9, 0.0
O=c1c2ccccc2nc(-c2ccc(F)cc2)n1NCc1ccccc1O
  12, 3, 7, 1, -6, -0.7, -2, 0.0
CCc1ccccc1NC(=O)CNC(=O)CNC(=O)C1CCCCC1
  4, -3, -5, 4, ., 1.3, -3, 0.1
C[C@H]1CCCCO[C@@H](CN(C)Cc2ccc3c(c2)OCO3)[C@@H](C)CN([C@@H](C)CO)C(=O)c2cc(NS(=O)(=O)c3ccc(F)cc3)ccc2O1
  -26, 0, 0, 51, 5, 0.3, -20, 0.0
COc1cc(OC)c(C(=O)O/N=C(\N)c2cccc(C)c2)cc1OC
  7, -3, 2, -36, 12, 1.3, -23, 0.1
CC(C)(C)[S@@](=O)N1Cc2cc(C(=O)NCCc3ccncc3)nc(-c3cccc(-c4ccccc4)c3)c2[C@H]1CCO
  -15, 3, 0, 12, ., -1.0, -1, 0.0
C[C@H]1CN([C@@H](C)CO)C(=O)c2cc(NS(=O)(=O)c3ccccc3)ccc2O[C@H]1CN(C)S(=O)(=O)c1ccc(F)cc1
  -13, ., ., 12, ., -1.6, -5, -0.1
CCOC(=O)C1C(=O)C=C(c2ccc(C)cc2)CC1c1cccc([N+](=O)[O-])c1 (stereo not drawn)
  -11, 6, -5, 10, -25, ., -6, 0.2
CCn1c(C(C)NC(=O)c2cccc(C)c2)n[nH]c1=S (stereo not drawn)
  6, -2, -3, -8, 7, 0.3, -11, 0.1
O=c1[nH]c2cnn(-c3ccccc3)c2c(=O)n1O
  11, -2, -3, 3, 8, -0.4, 7, 0.0
C[C@H]1CN([C@@H](C)CO)C(=O)c2cc(NC(=O)C3CCCCC3)ccc2O[C@H]1CN(C)Cc1ccc(C(=O)O)cc1
  11, -4, -12, ., -6, -0.2, -11, 0.1
COC(=O)C1=C(C)N(Cc2cccc(C(F)(F)F)c2)C(=NCc2cccc(C(F)(F)F)c2)NC1c1ccccc1C(F)(F)F (stereo not drawn)
  24, 2, 20, -5, ., 4.9, 0, 0.3
Cc1ccc(S(=O)(=O)Oc2ccc(C(c3c(C)[nH][nH]c3=O)c3c(C)[nH][nH]c3=O)cc2)cc1
  ., 1, -1, ., 7, -0.7, -2, .
c1ccc(-c2cncn2-c2ccccc2)cc1
  ., 3, -1, -25, 1, 2.8, -37, 0.0
Cc1nc2nc[nH]n2c(=O)c1NS(=O)(=O)c1ccc([N+](=O)[O-])cc1
  1, 1, -10, 0, -10, -1.3, -1, 0.0
COc1ccc2c3c([nH]c2c1)[C@H](CO)N(S(C)(=O)=O)CC31CN(CC2CCOCC2)C1
  20, 2, -1, -7, ., -0.9, 3, 0.2
C[C@@H]1CCCCO[C@@H](CN(C)C(=O)Cc2ccccc2)[C@H](C)CN([C@@H](C)CO)C(=O)c2cc(NC(=O)CCC(F)(F)F)ccc2O1
  -2, ., -1, 1, -2, 0.1, -1, 0.0
O=C(c1ccco1)N1CCN(C2CN(Cc3cn(Cc4ccccc4C(F)(F)F)nn3)S(=O)(=O)C2)CC1 (stereo not drawn)
  5, -17, 14, -9, ., 1.7, 3, 0.2
CN1C(=O)c2cccc3c(N)ccc(c23)C1=O
  -5, -1, -2, -22, 0, 24*, -14, -0.1
O=c1cc[nH]c2cc(C(F)(F)F)ccc12
  0, 4, 18, ., -4, -0.3, 12, .
CC1CCN(c2ccc3nnc(CCC(=O)N4CCN(c5ccc(F)cc5)CC4)n3n2)CC1
  -19, -14, 8, 29, 0, -0.4, 7, 0.3
CCOc1ccccc1/C=N/Nc1nc2c(N)ncnc2n1[C@H]1O[C@@H](CO)[C@H](O)[C@@H]1O
  4, 5, ?, -6, 21, 0.6, 7, 0.1
CCCN1C[C@H](C)[C@@H](OC)CN(C)C(=O)c2cc(NS(=O)(=O)c3ccccc3)ccc2OC[C@H]1C
  9, 9, 16, -6, 35, 4.0, 1, 0.0
C[C@H](CO)N1C[C@H](C)[C@@H](CN(C)C(=O)c2ccncc2)Oc2ncc(C#CC3CCCCC3)cc2C1=O
  -11, 1, 6, -13, 1, -1.7, -5, 0.3
NC(=O)CC(NC(=O)c1ccccc1)C(=O)O (stereo not drawn)
  4, 1, -10, ., -2, -1.3, 6, .
COc1ccccc1NC(=O)C1=C(C)NC(=O)NC1c1cccs1 (stereo not drawn)
  -1, -8, ?, 1, ., -3.8, -3, 0.0
Cc1cc(C)cc(NS(=O)(=O)c2ccc3c(c2)c(=O)n(C)c(=O)n3C)c1
  3, -71, 4, ., -3, -2.2, 50, .
CC(=O)N/C(=N/c1nc(C)cc(C)n1)Nc1cccc(C)c1
  -3, 2, 2, -4, -5, 1.5, 2, 0.1
CN(C)C=NC(=O)c1cc(C(=O)c2ccc(F)cc2)c[nH]1
  10, 5, 6, -4, 6, -2.9, 1, 0.4
COC(=O)c1ccc2nc(-c3ccc(C)cc3)c(Cc3cccc(Cl)c3)n2c1
  -9, 6, -16, 10, ., -0.3, 13, 0.0
N#C/C(=C(/O)COC(=O)c1ccc(C#N)cc1)c1nc2ccccc2s1
  -1, -5, ?, -2, -5, -0.3, -3, 0.0
Cc1ccc(N2CC(C(=O)Nc3c4c(nn3C(C)(C)C)CS(=O)(=O)C4)CC2=O)cc1C (stereo not drawn)
  4, 1, 0, -11, -12, -1.6, ., 0.2

(continued)
Results follow in this order: GSIS activator, ERp5 inh, DENV2 CPE, PAX8 inh HTS, ARNT-TACC3 inh, CFTR F508del cor, EWS-Fli inh, Xi reactivation
C[C@@H]1CN([C@H](C)CO)C(=O)c2cc(-c3ccc(C#N)cc3)cnc2O[C@@H]1CN(C)C(=O)c1ccccc1
  23, 0, -3, ., -4, -0.4, -3, 0.1
Cc1noc(C)c1S(=O)(=O)Nc1ccc2c(c1)C(=O)N([C@@H](C)CO)C[C@H](C)[C@@H](CN(C)CC1CCCCC1)OCCCC[C@@H](C)O2
  23, 0, -4, 3, 10, 2.7, 5, -0.2
O=C1NC(=S)NC1=Cc1ccco1
  -9, 3, ?, -15, 60*, 1.1, -11, -0.1
Cc1noc(C)c1NC(=O)Nc1ccc2c(c1)C(=O)N([C@@H](C)CO)C[C@H](C)[C@H](CN(C)Cc1ccc(C(=O)Nc3ccccc3N)cc1)O2
  32, 1, 4, ., 5, -2.6, 8, 0.2
CC(CNC(=O)Cn1cnc2c(OCc3ccccc3)ncnc21)c1ccccc1 (stereo not drawn)
  -39, -3, -10, 3, -2, 2.4, 0, 0.0
C[C@@H]1CN([C@@H](C)CO)C(=O)c2cc(C#C[C@@H](C)O)cnc2O[C@H]1CN(C)Cc1cccc(F)c1
  24, 11, -6, ., -3, 1.9, 4, 0.1

Arranged by the number under GSIS activator (largest number first): some entries from above
structure	GSIS activator	ERp5 inh	DENV2 CPE	ARNT-TACC3 inh	CFTR F508del cor
Cc1noc(C)c1NC(=O)Nc1ccc2c(c1)C(=O)N([C@@H](C)CO)C[C@H](C)[C@H](CN(C)Cc1ccc(C(=O)Nc3ccccc3N)cc1)O2	32	1	4	5	-2.6
Cc1noc(C)c1S(=O)(=O)Nc1ccc2c(c1)C(=O)N([C@@H](C)CO)C[C@H](C)[C@@H](CN(C)CC1CCCCC1)OCCCC[C@@H](C)O2	23	0	-4	10	2.7
O=C1NC(=S)NC1=Cc1ccco1	-9	3	?	60*	1.1

Compound activity as filed in PubChem BioAssay.
